Bioassay records: PubChem BioAssay, National Center for Advancing Translational Sciences (NCATS)
FEN1 inh: human FEN1 inhibition. P39748. Recombinant FEN1 flap cleavage, fluorescence, 15 min. Potency, µM (highest dose often 114 µM), for the others: top-dose activity change, negative = inhibition, hits mostly inhibitors. 390,000 compounds, 0.35% hits; note: nearly all actives have a fitted effect of over 65% in size
Target sequence (P39748 whole entry, looked up): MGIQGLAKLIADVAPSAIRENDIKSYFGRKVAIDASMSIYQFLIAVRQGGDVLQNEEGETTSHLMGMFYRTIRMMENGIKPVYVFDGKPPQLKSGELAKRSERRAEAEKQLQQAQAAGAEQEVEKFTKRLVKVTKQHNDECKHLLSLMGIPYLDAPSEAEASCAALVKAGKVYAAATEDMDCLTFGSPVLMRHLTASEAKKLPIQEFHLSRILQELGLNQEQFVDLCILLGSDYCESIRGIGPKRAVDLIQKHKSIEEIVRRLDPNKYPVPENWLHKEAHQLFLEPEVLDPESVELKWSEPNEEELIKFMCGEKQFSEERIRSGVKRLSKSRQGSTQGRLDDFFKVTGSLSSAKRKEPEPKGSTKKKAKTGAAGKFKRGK
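Potency values derive from four-parameter Hill fits of normalized qHTS data. The reaction used 10 nM FEN1 preincubated 15 min at room temperature with compound, then 50 nM DNA substrate, read at 0 and 15 min.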
TDP1 inh: inhibitors of human tyrosyl-DNA phosphodiesterase TDP1; Q9NUW8; recombinant TDP1, AlphaScreen DNA substrate cleavage; Potency, µM (highest dose often 130 µM), without a hit: at the top dose activity change, negative = inhibition, most hits filed as inhibitors; 350,000 compounds, 0.28% hits; AID 485290; note: nearly all actives have a fitted effect of over 40% in size
Target sequence (Q9NUW8 whole entry, looked up): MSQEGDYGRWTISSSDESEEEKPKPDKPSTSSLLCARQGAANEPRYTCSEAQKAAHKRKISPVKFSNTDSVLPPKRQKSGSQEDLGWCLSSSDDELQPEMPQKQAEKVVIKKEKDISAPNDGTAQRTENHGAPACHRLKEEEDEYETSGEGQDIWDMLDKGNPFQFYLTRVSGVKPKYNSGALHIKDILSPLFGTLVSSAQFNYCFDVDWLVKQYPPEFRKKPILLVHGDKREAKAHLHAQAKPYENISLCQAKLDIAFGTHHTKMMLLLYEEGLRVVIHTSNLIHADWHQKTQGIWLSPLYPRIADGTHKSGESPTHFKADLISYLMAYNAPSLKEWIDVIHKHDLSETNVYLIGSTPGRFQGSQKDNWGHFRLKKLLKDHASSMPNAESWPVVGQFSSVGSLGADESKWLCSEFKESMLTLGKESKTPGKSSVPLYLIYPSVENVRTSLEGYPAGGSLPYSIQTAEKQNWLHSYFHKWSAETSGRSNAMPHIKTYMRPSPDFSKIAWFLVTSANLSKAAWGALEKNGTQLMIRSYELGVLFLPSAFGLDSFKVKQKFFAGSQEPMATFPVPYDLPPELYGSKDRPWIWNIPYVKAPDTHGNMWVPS
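Signal: AlphaScreen proximity between streptavidin donor and anti-FITC acceptor beads on intact substrate. Reaction: Tdp1 1 nM, substrate 15 nM final, 5 min RT after 15 min compound preincubation.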
N370S GC: inhibits or activates N370S mutant glucocerebrosidase. N370S GC spleen homogenate, 4MU-glucoside fluorescence. 330,000 compounds, 0.092% hits. Potency, µM (series often up to 59.4 µM), inactives show at the highest dose activity change, negative = inhibition, most hits filed as inhibitors. P04062;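 note: 0% = full enzyme activity and -100% = no enzyme basal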
An asterisk follows results filed as active; ? = inconclusive; / = no result given; & = joins results of further samples; [ ] = dose if it differs, or a comment. Calls come from the whole dose curve; as a rule, active = well fitted curve in the direction sought with a large enough effect; inconclusive = small, poorly fitted or top-dose-only effect, or another doubt; inactive = no such curve, though single readings can be large; an effect the other way counts as inactive or inconclusive. Unless noted, % is set by controls: 0 for no effect and ±100 for the full control effect; potency is the fitted concentration of half-maximal effect.

SMILES	FEN1 inh	TDP1 inh	N370S GC
CCn1c(=O)n(CC)c2cc(N3CCCC3)c(NC(=O)c3cc(Cl)ccc3OC)cc21	?	14%	0%
COc1ccc(CCN/C=C2/CC(=O)NC2=O)cc1OC	8%	0%	-4%
CCc1nn(CC(=O)NCc2ccc(OC)cc2OC)c(=O)c2cc3c(OC)cccc3n12	-10%	0%	/
CSC1=NCCN1C(=O)COc1ccccc1	-7%	0%	0%
O=C(Cn1c(SCC(=O)N2CCc3ccccc3C2)nc2ccccc21)NC1CCCC1	-12%	4%	-20%
COCC1CCN(Cc2cn(C)nc2-c2cccc(Cl)c2)C1 (stereo not given)	3%	6%	-11%
Cc1ccc(C(=O)Nc2nc3ccc(S(C)(=O)=O)cc3s2)s1	-6%	2%	-14%
COc1ccc2[nH]cc(CCNc3ccnc(-c4cccc(NS(C)(=O)=O)c4)n3)c2c1	/	4%	0%
O=C1NC(=O)C(c2ccc(Cl)cc2)N1 (stereo not given)	-1%	/	-13%
O=C(CN1CCN(Cc2ccccc2)CC1)N/N=C/c1c[nH]c2ccccc12	-8%	7%	-16%
COc1ccc(NC(=O)N2CCN(c3cc(-c4noc(C)n4)ccc3C)CC2)c(OC)c1	-3%	7%	/
CCCOc1ccc(N2C(=O)CC(N3CCN(c4ccccc4F)CC3)C2=O)cc1 (stereo not given)	-3%	2%	-5%
O=C(Nc1ccc(OCC(=O)N2CCOCC2)cc1)c1ccccc1F	-14%	0%	-2%
O=C(NCc1ccco1)c1ccc(S(=O)(=O)N2CCCCC2)cc1	-14%	0%	-1%
CCOC(=O)c1c(N)sc(C(=O)N2CCOCC2)c1C	-15%	-2%	-4%
O=C(NCC1COc2ccccc2O1)c1ccc(Cl)c(S(=O)(=O)N2CCOCC2)c1 (stereo not given)	16%	-6%[56.1 µM]	/
Cc1ccc(SCC(=O)Nc2ccc3c(c2)C(=O)N(C)C3=O)cc1	3%	-1%	-5%
CCOc1ccc(OCC(=O)Nc2cc3c(cc2C(=O)O)OCCCO3)cc1	-14%	3%	2%
CN=C(c1ccc(C)cc1)n1c(=S)nc(-c2ccc(C)cc2)n(C)c1=S	14%	-7%	-7%
O=C(NCc1ccc2c(c1)OCO2)c1cccc(N2CCCC2=O)c1	2%	-3%	0%
CCc1sc(NC(C)=O)nc1-c1ccccc1	18%	1%	12%
CCOC(=O)c1c(NC(=O)CS(=O)(=O)c2ccc(Cl)cc2)sc2c1CCCC2	-7%	3%	/
Cn1c(-c2ccsc2)c(-c2cccs2)c2cc(-c3ccc4cc[nH]c4c3)ccc21	-4%	3%	/
COc1cc(C2C(C#N)=C(N)N(c3sc4c(c3C#N)CCCC4)C3=C2C(=O)CC(C)(C)C3)cc(OC)c1OC (stereo not given)	0%	2%	-26%
COc1ccc(OCC2CCNCC2)cc1	17%	?	5%
COc1cc(/C=C/C(=O)N(C)CC(=O)Nc2ccccc2Br)cc2c1OCCO2	-4%	2%	/
Cc1nc2c(C(=O)N3CCOCC3)cnn2c(C)c1Cc1ccc(Cl)cc1	-3%	2%	7%
COc1ccc2c(c1OC)C(=O)OC2n1c(O)c(N=NC(C)=O)c2ccccc21 (stereo not given)	-19%	3%	13%
C=CCN(c1ccccc1)S(=O)(=O)c1cc2c(cc1C)NC(=O)CO2	-3%	/	-7%
C/C(=N\NC(=O)c1cccc([N+](=O)[O-])c1)c1ccncc1	-7%	5%	-7%
CN(C)CCNc1oc(-c2ccc(COc3ccc(Cl)cc3)o2)nc1C#N	2%	5%	/
CSc1sc(-c2ccnc(SCC(=O)C(C)(C)C)n2)c2c1C(=O)CC(C)(C)C2	-18%	8%	4%
O=C(C1CCN(C2CC(=O)N(c3cccc(Cl)c3)C2=O)CC1)N1CCCC1 (stereo not given)	0%	9%	0%
COc1ccc(CNc2nc(-c3ccccc3)nn2C(=O)c2ccccc2OC)cc1	-4%	1%	/
COCCOC(=O)C1=C(C)OC(N)=C(C#N)C1c1cc2cccc(C)c2nc1Cl (stereo not given)	-9%	5%	12%
Cc1ccc(Cl)cc1N1CCN(C(=O)c2ccc3c(c2)N(Cc2ccccc2F)C(=O)c2ccccc2S3(=O)=O)CC1	-5%	6%	/
CC(C)NC(=O)CC(=O)N/N=C/c1ccc(Br)cc1	1%	0%	-23%
CCN(CC(=O)NCc1ccco1)S(=O)(=O)c1ccc(F)cc1	-14%	11%	-9%
CC1C/C(=N\NC(=S)NC(C)C)CC(C)(C)C1 (stereo not given)	-19%	8%	12%
Nc1c2nc(-c3ccccc3Cl)[nH]c(=O)c2nc(=O)n1-c1ccccc1	0%	/	21%
O=C(NCC(c1ccco1)N1CCCC1)c1cc2cc(Cl)ccc2o1 (stereo not given)	-4%	3%	/
C/C(=N\NC(=O)c1cc(C)nc2ccccc12)c1cccs1	-9%	-1%	6%
CCOc1ccc(NC(=O)CN(C)C(=O)Cc2n[nH]c(=O)c3ccccc23)cc1OCC	13%	-3%[56.1 µM]	/
CC(C)c1ccc(CN2CCC(Oc3ccc(C(=O)N4CCCC4)cc3)CC2)cc1	-5%	2%	-9%
O=S(=O)(NC1CCN(Cc2ccccc2)CC1)c1cccc2cccnc12	-3%	0%	0%
Cc1ccc(C(=O)Cn2c3[n+](c4ccccc42)CC(O)CS3)cc1 (stereo not given)	3%	5%	-14%
Cc1cccc(N2CCN(C(=O)c3cc(S(=O)(=O)N4CCOCC4)cn3C)CC2)c1C	-1%	/	-22%
CCN(CC(=O)Nc1c(F)cccc1F)C(=O)/C=C/c1ccc(Br)s1	-5%	-3%	-11%
CN1CCN(NC(=O)CN(C)S(=O)(=O)c2cc(Cl)ccc2Cl)CC1	0%	6%	-12%
O=C(CNC(=O)c1ccco1)OCC(=O)c1ccc([N+](=O)[O-])cc1	2%	/	2%

A run of entries of the results above:
SMILES	FEN1 inh	TDP1 inh	N370S GC
CC(C)NC(=O)CC(=O)N/N=C/c1ccc(Br)cc1	1%	0%	-23%
CCN(CC(=O)NCc1ccco1)S(=O)(=O)c1ccc(F)cc1	-14%	11%	-9%
CC1C/C(=N\NC(=S)NC(C)C)CC(C)(C)C1 (stereo not given)	-19%	8%	12%
Nc1c2nc(-c3ccccc3Cl)[nH]c(=O)c2nc(=O)n1-c1ccccc1	0%	/	21%
O=C(NCC(c1ccco1)N1CCCC1)c1cc2cc(Cl)ccc2o1 (stereo not given)	-4%	3%	/
C/C(=N\NC(=O)c1cc(C)nc2ccccc12)c1cccs1	-9%	-1%	6%
CCOc1ccc(NC(=O)CN(C)C(=O)Cc2n[nH]c(=O)c3ccccc23)cc1OCC	13%	-3%[56.1 µM]	/
CC(C)c1ccc(CN2CCC(Oc3ccc(C(=O)N4CCCC4)cc3)CC2)cc1	-5%	2%	-9%
O=S(=O)(NC1CCN(Cc2ccccc2)CC1)c1cccc2cccnc12	-3%	0%	0%
Cc1ccc(C(=O)Cn2c3[n+](c4ccccc42)CC(O)CS3)cc1 (stereo not given)	3%	5%	-14%
Cc1cccc(N2CCN(C(=O)c3cc(S(=O)(=O)N4CCOCC4)cn3C)CC2)c1C	-1%	/	-22%
CCN(CC(=O)Nc1c(F)cccc1F)C(=O)/C=C/c1ccc(Br)s1	-5%	-3%	-11%
CN1CCN(NC(=O)CN(C)S(=O)(=O)c2cc(Cl)ccc2Cl)CC1	0%	6%	-12%
O=C(CNC(=O)c1ccco1)OCC(=O)c1ccc([N+](=O)[O-])cc1	2%	/	2%

Continued:
SMILES	FEN1 inh	TDP1 inh	N370S GC
COc1ccc(NC(=O)CSc2nc(-c3ccc(F)cc3)c3cccc(C)c3n2)cc1	-3%	7%	/
Nc1c(C(=O)N/N=C/c2cccnc2)oc2nc(-c3ccco3)cc(-c3ccco3)c12	-14%	7%	-10%
CCCCNc1oc(-c2ccc(OC)cc2)nc1S(=O)(=O)c1ccccc1	5%	7%	3%
O=C(c1ccco1)N1CCN(C(=O)c2ccccc2OCc2ccc(Cl)cc2)CC1	0%	1%	-3%
CC(C)(C)c1ccc(C(=O)Nc2nnc(C3=COCCO3)o2)cc1	-6%	2%	1%
COC(=O)c1ccccc1NS(=O)(=O)c1ccc2c(c1)oc(=O)n2C	-5%	/	-5%
C=CCNC(=O)c1ccc(NC(=O)C2=CSCCO2)cc1	-13%	-19%	-7%
CC1CC(OC(=O)c2ccccc2O)CC(C)(C)C1 (stereo not given)	/	6%[56.1 µM]	12%&3%
Cc1c(Cl)cnc(NC(=O)CSc2nncs2)c1Cl	-7%	0%	6%
Cc1ccc(-n2c(SCc3nnc4n3CCC4)nnc2-c2ccccc2)cc1	-1%	3%	0%
CC(C)c1ccc(C(=O)OCC(=O)c2c(N)n(C)c(=O)n(C)c2=O)cc1	-11%	1%	/
COc1ccc(S(=O)(=O)N(CC(=O)N/N=C/c2ccc(C(=O)O)cc2)Cc2ccccc2)cc1OC	2%	11%	-3%
COc1ccc(NC(=O)C2CCCN(C(=O)c3ccc(Cl)cc3)C2)cc1Cl (stereo not given)	-2%	0%	/
O=[N+]([O-])c1ccc(CN2C=NS(=O)(=O)c3ccccc32)cc1	-1%	6%	8%
Cc1ccc(-n2c(=O)c3c(c4cc(C)ccc4n3C)n(CC(=O)Nc3ccc(F)cc3)c2=O)cc1	-11%	6%	/
O=C(NC1CCCC1)C1c2ccccc2C(=O)N1CCCN1CCOCC1 (stereo not given)	-5%	1%	-16%
CC1(CO)COC(c2ccccc2)=N1 (stereo not given)	-4%	/	1%
COc1ccc2c(c1)[nH]c1c(=O)n(CC3CCCO3)cnc12 (stereo not given)	-2%	-1%	/
O=C(O)CCc1nc(-c2cccs2)no1	0%	3%	6%
N#Cc1cc(-c2ccccc2)nnc1Sc1ccc(Cl)cc1	-17%	9%	0%
O=C(N=C1SC2CS(=O)(=O)CC2N1c1cccc(F)c1)C1CC1 (stereo not given)	0%	0%	-3%
CCC(=O)[C@]12O[C@@]3(C4C(=O)OCCC41)N(Cc1ccccc1)C(C)=C(C(=O)OC)C(c1ccccc1)N3C2=O (stereo not given in full)	/	7%[21 µM]	-1%[12.8 µM]
CCc1c(C)nc2nc(SCc3ccccc3Cl)[nH]n2c1=O	0%	/	-5%
Cc1nnc(SCc2ccccn2)n(N)c1=O	-4%	2%	0%
CCc1nnc(NC(=O)c2cccc(C(=O)Nc3nnc(CC)s3)n2)s1	-5%	5%	16%
Fc1ccccc1/C=N/n1c(COc2ccccc2)n[nH]c1=S	-6%	/	-9%
COc1ccc(N=Cc2cc3c(cc2O)OC(N)=C(C#N)C3c2ccccc2)cc1 (stereo not given)	-2%	3%	-6%
CCN1CCN(CCCNC(=O)Cn2c(-c3cccs3)cc3ccccc32)CC1	3%	5%	/
CC1(C)CCN(Cc2ccccc2)C1CC#N (stereo not given)	-5%	-2%	2%
CCC(=O)Oc1ccc(C/C(=N\O)c2ccc(O)cc2O)o1	-19%	-14%	-7%
O=C(CCCCCN1C(=O)c2ccccc2C1=O)Nc1ccc2c(c1)OCCO2	7%	-5%	5%
COc1cc(S(=O)(=O)n2ccnc2C(C)C)ccc1Br	-7%	-1%	/
COC(=O)c1ccc(NCC(=O)Nc2cc(C)cc(C)c2)cc1	5%	/	18%
CCn1nc(NC(=O)c2ccco2)c2cc3ccc(C)cc3nc21	-14%	1%	-4%
COc1ccc(C(=O)/C(C#N)=N/Nc2cccc([N+](=O)[O-])c2)cc1	-9%	8%	-7%
N=c1c2c3c(sc2nc2n1CCC2)CCCC3	-8%	0%	-28%
C=C(C)Cn1c(C)cc(C)c(S(=O)(=O)c2cccc(C)c2)c1=O	4%	-5%	2%
CCOC(=O)c1c(NC(=O)c2ccn(CC)n2)sc2c1CCCC2	?	-1%	?
COc1ccccc1/C=C/C(=O)Nc1ccc(S(=O)(=O)Nc2cc(C)on2)cc1	-3%	3%	-5%
COC(=O)c1c(NC(=O)Cc2ccccc2)sc2c1CCN(C(C)C)C2	-22%	/	-2%
O=c1oc2cc(OCc3ccc([N+](=O)[O-])cc3)ccc2c2c1CCCC2	1%	-6%	5%
CC(C)C(OC(=O)c1ccccc1)c1nccc2ccccc12 (stereo not given)	-15%	-3%	21%
CC(=O)Oc1ccc(N(C(C)=O)S(=O)(=O)c2ccc3ccccc3c2)cc1	-14%	/	?
COc1ccc(CCn2nnnc2C(C(C)C)N2CCC(C(N)=O)CC2)cc1OC (stereo not given)	-4%	2%	-5%
CCN(CC)C(=O)Cc1c(OC)ccc2cc(Br)ccc12	9%	-1%	8%
COc1cc2nc(C3CC3)n(NC(=O)c3ccc(F)cc3)c(=O)c2cc1OC	-21%	5%	-3%
O=C(C1CC1c1ccccc1)N1CCOCC1 (stereo not given)	-6%	-2%	-4%
O=C(NN=C1CCCCCCCCCCC1)c1cccnc1	-3%	2%	15%
CCOC(=O)C1CCN(C(=O)c2ccccc2NS(=O)(=O)c2ccc(C)cc2)CC1	10%	7%	-5%
Cn1c(N2CCN(S(=O)(=O)c3ccc(Cl)cc3)CC2)nc2ccccc21	6%	4%	-5%
CCCN(CCC)c1nc(Cl)nc(NCc2ccco2)n1	-2%	3%	-4%
O=c1[nH]c2ccccc2nc1Cc1ccc([N+](=O)[O-])cc1	-1%	7%	2%
